# dFosB activator: activators of delta FosB homodimer, primary screen, biochemical, fluorescence polarization, TAMRA-CDK5 oligo, single point; 340,000 tested, 0.99% active; Protein FosB (Mus musculus), P13346; purified delta FosB; percent of positive-control signal above neutral wells; activation, % at 25 µM;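 active = mean activation above about 17%, with every replicate also reaching it, limit read from the data, passing the limit was not always enough; inconclusive = only one of the two conditions met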;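 also: fluorescence polarization rise as delta FosB binds a TAMRA Cdk5 AP-1 oligo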
# Target sequence (P13346 whole entry, looked up): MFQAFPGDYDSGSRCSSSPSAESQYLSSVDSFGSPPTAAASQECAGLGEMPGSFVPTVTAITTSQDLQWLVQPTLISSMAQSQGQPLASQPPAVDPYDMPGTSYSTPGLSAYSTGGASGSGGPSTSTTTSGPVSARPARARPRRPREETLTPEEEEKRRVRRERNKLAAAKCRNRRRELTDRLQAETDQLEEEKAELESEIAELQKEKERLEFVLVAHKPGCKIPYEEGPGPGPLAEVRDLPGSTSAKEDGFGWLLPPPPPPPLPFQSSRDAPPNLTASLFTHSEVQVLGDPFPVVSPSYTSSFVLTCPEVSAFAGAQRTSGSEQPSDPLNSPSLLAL
# Wnt act: Wnt/beta-catenin pathway activators, primary screen, cell-based, plate reader, single point; activation, % at 9.35 µM; 300,000 tested, 1.2% active; Wnt/beta-catenin reporter cell assay, activator; AID 743398, 2014; in the data active = activation above about 30%, passing the limit was not always enough; inconclusive = no clear call, values can overlap the other calls;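 also: 0% = neutral control wells and 100% = positive control wells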
# SR-BI DiI inh: inhibitors of SR-BI mediated HDL lipid uptake, primary screen, ldlA[mSR-BI] cells, fluorescence, single point; Scavenger receptor class B member 1 (Mus musculus), Q61009; ldlA[mSR-BI] CHO cells, DiI-HDL uptake fluorescence, 3 h; inhibition, % at 12.5 µM; 320,000 tested, 0.96% active;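 active = mean replicate inhibition of at least 70% and a set share of replicates each scoring 70 or more; inconclusive = meets just one of the two criteria; inactive = fails both criteria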;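 also: 0% = median of neutral control wells and 100% = median of positive control wells; values of inactives mirror those of a sister screen read the other way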
# Target sequence (Q61009 whole entry, looked up): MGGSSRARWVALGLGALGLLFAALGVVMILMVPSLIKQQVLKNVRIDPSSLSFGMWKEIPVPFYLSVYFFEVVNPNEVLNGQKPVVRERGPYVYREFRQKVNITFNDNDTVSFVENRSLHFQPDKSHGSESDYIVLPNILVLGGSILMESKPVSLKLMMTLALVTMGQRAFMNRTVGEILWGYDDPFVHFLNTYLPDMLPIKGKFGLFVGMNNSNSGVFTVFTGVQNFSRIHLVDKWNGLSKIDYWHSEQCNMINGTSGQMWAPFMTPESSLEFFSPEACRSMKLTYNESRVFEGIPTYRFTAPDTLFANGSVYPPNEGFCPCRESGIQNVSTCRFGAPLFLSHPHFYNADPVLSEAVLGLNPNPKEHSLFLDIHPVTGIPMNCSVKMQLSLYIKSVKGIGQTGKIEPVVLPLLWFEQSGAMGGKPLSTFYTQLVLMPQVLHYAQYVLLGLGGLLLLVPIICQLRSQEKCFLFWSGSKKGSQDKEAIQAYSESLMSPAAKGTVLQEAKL
# V-ATPase pHluor: regulators of yeast V-ATPase proton pumping, primary screen, pHLuorin cytosolic pH fluorescence. S. cerevisiae. response, % at 10 µM. 350,000 tested, 0.37% active. AID 504577, 2011; in the data active = response mostly above about 7.3%, no sharp cut-off; inactive = mostly below about 5.4%; also: actives read high; inactives centre near 0; some compounds called inactive have numbers as strong as hits; reference of the scale not given here
# HTR5A inv ag: HTR5A inverse agonists in luminescence cell assay, primary screen, counter-screen for OPRM1-OPRD1 heterodimer inverse agonist project, full-deck HTS | HTR5A cell line, inverse agonism | inhibition, % at 9.3 µM | 340,000 tested, 0.083% active | AID 504634, 2011; in the data active = inhibition mostly above about 23%, no sharp cut-off; inactive = mostly below about 18%;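 also: 0% = cells with DMSO and 100% = no-cell wells with DMSO; some compounds called inactive have numbers as strong as hits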
# HTR5A ag: HTR5A agonists in luminescence cell assay, primary screen, counter-screen for OPRM1-OPRD1 heterodimer agonist project, full-deck HTS; 5-hydroxytryptamine receptor 5A (Homo sapiens), P47898; cell-based; activation, % at 9.3 µM; 340,000 tested, 0.61% active; in the data active = activation mostly above about 9.5%, no sharp cut-off; inactive = mostly below about 7.6%;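 also: 0% = cells with vehicle only and 100% = reference agonist; strong numbers were not always called active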
# NSD2 HMT inh: NSD2 histone methyltransferase inhibitors, primary screen, biochemical, AlphaScreen, single concentration, set 2; Histone-lysine N-methyltransferase NSD2 (Homo sapiens), O96028; NSD2 peptide methylation, 120 min; inhibition, % at 12.5 µM; 310,000 tested, 0.54% active; AID 743445, 2014; in the data active = inhibition above about 50%
# PvdQ inh: P. aeruginosa PvdQ acylase inhibitors, primary screen, biochemical, fluorescence, plate reader and imaging, single point; inhibition, % at 10 µM; PvdQ acylase [Pseudomonas aeruginosa LESB58]; purified PvdQ acylase; 340,000 tested, 0.063% active; AID 488965, 2010; in the data active = inhibition above about 30%, passing the limit was not always enough; inconclusive = no clear call, values can overlap the other calls;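 also: 0% = vehicle neutral wells and 100% = reference inhibitor wells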
# CDK5 inh: inhibitors of human CDK5/p35 kinase, primary screen, biochemical, single concentration. Recombinant CDK5/p35, ADP-Glo luminescence, 60 min. 330,000 tested, 0.01% active. Cyclin-dependent kinase 5 (Homo sapiens) + Cyclin-dependent kinase 5 activator 1 (Homo …. inhibition, % at 10 µM;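 active = highest replicate inhibition of at least 50% and at least 75% of replicates reaching 50%; inconclusive = only one of the two criteria met; inactive = both criteria failed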;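 also: plate controls were DMSO neutral control for no effect and GW8510 at 10 µM for full effect; many of its hits are not listed in these tables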
# MITF act: activators of MITF-driven TRPM1 promoter reporter, primary screen, cell-based, SK-MEL-5, luciferase, single point; SK-MEL-5 TRPM1-promoter luciferase, 24 h; % of positive control, neutral wells = 0; AID 588334, 2011; 300,000 tested, 0.75% active; activation, % at 12.5 µM;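 active = mean activation of at least 80% with every replicate also reaching 80%; inconclusive = mean reaches 80% but some replicate falls short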;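 also: 0% = neutral control wells and 100% = parthenolide positive control wells; values of inactives mirror those of a sister screen read the other way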
# Active calls of the source: *; ? = inconclusive; / = not tested or not shown.
SMILES,dFosB activator,Wnt act,SR-BI DiI inh,V-ATPase pHluor,HTR5A inv ag,HTR5A ag,NSD2 HMT inh,PvdQ inh,CDK5 inh,MITF act
Cc1ccc(OCC(=O)NCCCNC(=O)c2ccncc2)cc1,4,-3,2,-1,16,3,-1,-9,0.3,-8
CCN(C(=O)CSc1nc2cc(C(=O)OC)ccc2c(=O)n1Cc1ccco1)c1cccc(C)c1,-2,/,43,3,0,0,-3,9,6.0,-9
Cc1cccc(NC(=O)CC2C(=O)NCCN2C(=O)Nc2ccc(Cl)cc2)c1 (centres undefined),-6,0,23,2,-4,1,1,-5,-0.6,-8
CCC(C)[C@H](NC(=O)NC1CCCc2ccccc21)C(=O)O (some centres undefined),-9,/,5,-2,-18,6,1,16,-0.9,-2
Cc1ccc(S(=O)(=O)CCC(=O)OCC(=O)N2CC(=O)Nc3ccccc32)cc1,-4,/,-12,0,5,-1,1,-6,-6.1,-3
CCCCNC(=O)C1CC(c2ccc(C(F)(F)F)cc2)=NO1 (centres undefined),-2,-2,-19,-1,2,-1,/,-9,-0.8,14
COc1ccc(CNCCSc2nnnn2C)cc1OC,-6,-9,-3,-1,-10,-2,2,-22,1.3,-2
COc1ccc(C(=O)c2ccccc2)c(OCC(=O)N(C)C)c1,-4,0,-21,-1,-2,-2,-1,-8,-3.4,-6
CC(=O)c1csc(COc2cc(Cl)cc(Cl)c2)n1,-8,4,16,-4,-13,-3,-2,6,-0.3,18
CCC(C)NC(=O)CSc1ncccc1C(=O)O (centres undefined),0,/,-5,2,2,-1,-1,-9,1.4,5
Cc1cc(=O)oc2cc(OCC(=O)NCCc3nc4ccccc4[nH]3)ccc12,-8,2,4,1,-15,-2,9,9,-0.9,/
O=C(c1ccccc1)N1CCN(S(=O)(=O)N2CCOCC2)CC1,-2,1,-28,-4,7,-2,-1,-12,-0.1,-2
CCC(=O)c1c[nH]c(C(=O)NCc2ccco2)c1,-1,/,9,4,-28,11,-1,-9,-3.8,-3
Cc1ccc(Cl)cc1NC(=O)Cn1cccc1,1,0,-29,0,-12,1,4,2,-0.2,0
COC(=O)c1ccc(CSc2cc(C)c3cccc(C)c3n2)o1,-5,-7,-17,4,-4,1,/,-14,0.4,-18
COc1ccc(Nc2ccc(N3C(=O)CC(C)C3=O)cc2[N+](=O)[O-])cc1OC (centres undefined),-2,4,/,0,7,0,5,5,1.7,-2
Cc1ccc(-c2nn(CCC#N)cc2C=C(C#N)C#N)cc1,-6,-1,-18,-1,10,-2,-3,11,0.5,21
CC(C)CC(COCc1cccc(Cl)c1)N1CCN(C(=O)c2ccc(C(F)(F)F)cc2)CCC1=O (centres undefined),-14,-1,11,2,4,8,/,-15,-0.4,-1
CCOc1ccc(S(=O)(=O)N(CC(=O)Nc2cc(C)on2)Cc2ccccc2Cl)cc1,-9,/,11,1,3,0,0,-2,-1.7,4
CCOC(=O)CSc1nc(C2CC2)cc(-c2ccc(Cl)cc2)c1C#N,-2,-2,48,1,0,5,-4,3,-1.1,7
COc1cc([N+](=O)[O-])ccc1NC(=O)CSc1n[nH]c(C(C)C)n1,3,-1,1,4,-8,3,-1,-15,-2.6,-7
Cc1ccoc1C(=O)Nc1cccc2ccccc12,-7,20,-7,2,1,0,1,1,-2.3,26
COc1ccccc1NC(=O)c1nnn(CC(=O)Nc2cc(C)cc(C)c2)c1N,33*,4,21,-2,-5,1,1,-4,1.6,17
CC1S/C(=N/N=C/c2ccco2)N(Cc2ccc(F)cc2)C1=O (centres undefined),-4,9,13,-1,4,1,1,-10,-1.1,/
Cc1nc2cc(Cl)c(Cl)cc2n1-c1ccccn1,-5,-1,-3,5,-17,3,/,-15,0.4,13
COc1ccc(N2C(=O)C(Cl)=C(Nc3c(C)n(C)n(-c4ccccc4)c3=O)C2=O)cc1,-2,1,-2,-2,-3,-1,/,0,-0.2,-10
Nc1nc(-c2ccco2)nn1C(=O)c1cccnc1,-5,-1,0,-4,-11,4,0,2,1.1,7
COc1ccccc1C(=O)NCCC(=O)Nc1cccc(C)n1,-5,1,3,2,-5,5,0,-9,1.5,17
O=C(CSc1c[nH]c2ccccc12)N1CCCc2ccccc21,-3,2,10,-4,-11,-3,/,-8,1.2,12
Cc1ccc(C(=O)N/C(=C\c2ccc(-c3ccc([N+](=O)[O-])cc3)o2)C(=O)NC2CCS(=O)(=O)C2)cc1 (centres undefined),3,-5,/,-2,-19,5,2,-11,-0.7,23
Clc1ccccc1CSc1nc2ccncc2[nH]1,-12,39*,-1,1,7,2,/,-16,1.0,67
S=C(Nc1ccccc1Cl)NC1CCN(Cc2ccccc2)CC1,6,-11,9,-4,-22,1,2,4,1.1,-4
C=CCSc1ncc(-c2ccccc2)cn1,-8,?,8,-1,7,0,-9,0,-5.0,73
Cc1nc2sccn2c(=O)c1S(=O)(=O)NCCc1ccc(Cl)cc1,-7,7,-8,-1,-33,3,1,-13,0.9,4
Cn1cnc2c1c(=O)n(Cc1ccccc1C#N)c(=O)n2C,-8,-2,7,3,-6,2,6,-5,-3.8,-10
CCCn1c(CN2CCN(C(=O)OCC)CC2)nc2cc(NC(=O)C(C)C)ccc21,-15,-7,-25,2,-5,1,-3,7,-0.4,-10
COc1ccc(-c2cc(-c3c(O)c(OC)c4occc4c3OC)[nH]n2)cc1,-10,/,-7,0,-39,15*,3,-13,2.5,40
O=C(N/N=C/c1ccc(O)cc1O)c1ccc(NC(=O)C2CCCCC2)cc1,?,-2,29,7,-3,2,1,-10,0.8,-65
COc1ccccc1N1CCN(C(=O)C(=O)N/N=C/c2ccccc2F)CC1,-6,0,0,-2,4,2,-1,-17,-4.4,17
CC(=O)Oc1ccc(C(=O)Nc2ccccc2C(=O)Nc2ccc(C(=O)O)cc2)cc1,-4,0,20,-2,7,2,3,-1,-2.6,/
CCOC(=O)Cc1csc(SCC(=O)Nc2sc3c(c2C(N)=O)CCC3)n1,-11,-2,2,-1,-8,4,2,-16,-3.3,9
CCOC(=O)CNC(=O)COc1ccc(Cl)cc1Br,-4,/,-1,1,9,-1,-1,-7,0.2,12
CN(C(=O)c1cccc(C(F)(F)F)c1)C1CCCc2ccccc21 (centres undefined),-3,-2,2,1,8,-3,-7,-14,-0.2,15
CCn1cc(C(=O)NC(C)C2CC3CCC2C3)cn1 (centres undefined),-4,/,-17,-3,-8,1,-2,-5,-1.2,3
N/C(=N\OS(=O)(=O)c1cccc([N+](=O)[O-])c1)c1ccncc1,-3,-1,-56,2,14,-1,-3,-9,-0.5,3
C/C(=C\COc1cc(=O)[nH]c2ccccc12)CCC(O)C(C)(C)O (centres undefined),-9,-1,-35,2,-14,-5,/,2,0.6,/
CC(=O)Nc1c(C#N)c(C(C)(C)C)cn1C,-1,-1,3,0,-1,0,-1,-17,-0.1,10
CCN(CC)S(=O)(=O)c1cccc(NC(=O)/C=C/c2ccc([N+](=O)[O-])cc2)c1,-3,-9,76*,-4,-27,1,0,9,0.3,-2
Cc1ccc(S(=O)(=O)N2CCN(S(=O)(=O)c3cccs3)CC2)cc1,5,-2,-7,5,9,-4,21,-5,-1.7,8
COC(=O)[C@]1(Cc2ccccc2)N[C@H](CN(C)S(=O)(=O)c2ccc(F)cc2)[C@@H]2C(=O)N(Cc3ccccc3)C(=O)[C@@H]21,2,-1,-8,0,-7,2,/,16,0.9,-7
Cc1ccc(NCc2nnc(SCC#N)o2)c(C)c1,3,/,-3,1,0,1,-7,-12,0.3,-2
CCOc1cc2c(cc1O)C(=NO)CC1C2CCC2(C)C(O)CCC12 (centres undefined),-1,-20,20,-1,-22,6,-1,-3,5.9,-51
COc1ccc(CC(=O)N[C@@H]2c3ccccc3CC[C@H]2OCc2ccccc2)cc1,-7,-1,-4,0,9,-3,/,-7,0.5,2
Nc1nc2c(ncn2C2CCCC2)c(=O)[nH]1,7,-1,-38,-5,-10,3,14,-2,-0.3,6
CC1(C)CC(=O)C(C=NCCN2CCOCC2)=C(O)C1,4,/,2,0,-3,8,/,-1,-1.5,7
